Bioassay records deposited in PubChem BioAssay by several laboratories.
M1 PAM: human M1 muscarinic receptor positive allosteric modulators, primary screen, CHO-K1 cells, Fluo-8 calcium fluorescence, 1536-well | Muscarinic acetylcholine receptor M1 (Homo sapiens), P11229 | CHO-K1 hM1, ACh EC20; 0% = ACh EC20, 100% = maximal ACh | activation, % at 3 µM | hit rate 0.088% among 360,000; in the data active means activation above about 19%, passing the limit was not always enough
Target sequence (P11229 whole entry, looked up): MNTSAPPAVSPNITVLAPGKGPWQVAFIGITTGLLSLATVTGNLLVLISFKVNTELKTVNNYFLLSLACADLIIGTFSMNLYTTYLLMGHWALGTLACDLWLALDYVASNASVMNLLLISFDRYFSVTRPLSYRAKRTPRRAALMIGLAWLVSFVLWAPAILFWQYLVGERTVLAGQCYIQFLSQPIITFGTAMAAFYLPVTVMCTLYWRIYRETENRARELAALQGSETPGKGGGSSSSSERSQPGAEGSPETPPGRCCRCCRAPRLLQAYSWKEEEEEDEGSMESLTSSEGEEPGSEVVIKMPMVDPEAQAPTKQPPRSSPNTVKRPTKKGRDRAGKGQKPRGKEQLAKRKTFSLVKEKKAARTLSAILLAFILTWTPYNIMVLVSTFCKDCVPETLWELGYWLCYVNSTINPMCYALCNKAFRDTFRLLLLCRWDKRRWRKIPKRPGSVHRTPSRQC
CRFBP-R2 agonist: agonists of CRF-BP/CRF-R2 complex, primary screen, cell-based, HEK293, calcium dye fluorescence, uHTS. activation, % at 13.2 µM. hit rate 0.46% among 350,000. CRF-binding protein / CRF receptor 2 complex (human). calcium dye fluorescence (FLIPR); percent of saturating CRF peptide response;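 active means activation of at least 50%, plus an integration ratio under a set limit after plate pattern correction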;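 further: plate controls were neutral control wells without compound for no effect and CRF at EC100 for full effect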
CHRM4 PAM: human M4 muscarinic receptor positive allosteric modulators, primary screen, CHO-K1 cells, Fluo-8 calcium fluorescence; AID 624126, 2012; CHO-K1 hM4/Gqi5, ACh EC20; 0% = ACh EC20, 100% = maximal ACh; hit rate 0.4% among 360,000; Muscarinic acetylcholine receptor M4 (Homo sapiens), P08173; activation, % at 3 µM;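 active means activation above its plate's cutoff, the mean activation of sample wells plus 3 SD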; further: some results filed as inactive read as strong as hits
Target sequence (P08173 whole entry, looked up): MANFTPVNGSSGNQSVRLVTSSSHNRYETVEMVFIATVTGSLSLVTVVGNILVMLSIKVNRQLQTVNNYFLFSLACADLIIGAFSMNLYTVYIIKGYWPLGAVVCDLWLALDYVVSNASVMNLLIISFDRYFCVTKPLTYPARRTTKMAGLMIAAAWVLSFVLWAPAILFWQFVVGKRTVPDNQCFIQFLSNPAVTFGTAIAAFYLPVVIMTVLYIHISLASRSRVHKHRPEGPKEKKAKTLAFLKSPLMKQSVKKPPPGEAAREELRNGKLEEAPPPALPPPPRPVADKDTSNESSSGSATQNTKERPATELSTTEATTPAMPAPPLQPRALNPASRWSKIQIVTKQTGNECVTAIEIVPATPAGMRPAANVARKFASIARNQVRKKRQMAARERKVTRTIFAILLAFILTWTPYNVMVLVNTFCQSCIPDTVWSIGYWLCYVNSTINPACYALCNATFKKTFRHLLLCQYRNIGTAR
M5 ag: human M5 muscarinic receptor agonists, primary screen, CHO-K1 cells, Fluo-8 calcium fluorescence; Muscarinic acetylcholine receptor M5 (Homo sapiens), P08912; CHO-K1 hM5 cells; 0% DMSO wells, 100% maximal acetylcholine response; activation, % at 3 µM; hit rate 0.19% among 360,000; AID 624037, 2012;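 active means activation above the run's mean over test compounds plus 3 SD, cut at about 23% in these data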;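 further: signal is peak over basal fluorescence ratio across the kinetic read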
M1 antag: human M1 muscarinic receptor antagonists, primary screen, CHO-K1 cells, Fluo-8 calcium fluorescence, 1536-well | inhibition, % at 3 µM | Muscarinic acetylcholine receptor M1 (Homo sapiens), P11229 | hit rate 1.3% among 360,000 | AID 588852, 2011 | CHO-K1 hM1, ACh EC80 antagonist;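 active means percent inhibition above its own plate's cutoff, namely the mean of that plate's compound wells plus 3 SD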;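 further: peak over basal fluorescence ratio during 140 s after agonist addition; 0% = ACh EC80 plus DMSO and 100% = DMSO alone without agonist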
CHRM4 agonist: human M4 muscarinic receptor agonists, primary screen, CHO-K1 cells, Fluo-8 calcium fluorescence. CHO-K1 hM4/Gqi5; vehicle 0%, full acetylcholine response 100%. activation, % at 3 µM. hit rate 0.14% among 360,000. AID 624127, 2012;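 active means activation above the run mean over all test wells plus 3 SD, cut at about 32% in these data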;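 further: peak over basal fluorescence ratio per well then scaled between controls; 0% = DMSO wells and 100% = acetylcholine at EC100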
M4 antag: human M4 muscarinic receptor antagonists, primary screen, CHO cells, Fluo-8 calcium fluorescence; inhibition, % at 3 µM; hit rate 0.73% among 360,000; CHO-hM4 cells, ACh EC80;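 active means inhibition above its plate's cutoff, the mean inhibition of sample wells plus 3 SD, cut at about 27% in these data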;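 further: 0% = acetylcholine EC80 with DMSO and 100% = DMSO without agonist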
M5 PAM: human M5 muscarinic receptor positive allosteric modulators, primary screen, CHO-K1 cells, Fluo-8 calcium fluorescence; Muscarinic acetylcholine receptor M5 (Homo sapiens), P08912; CHO-K1 hM5, ACh EC20 PAM; 0% = ACh EC20, 100% = ACh EC100; activation, % at 3 µM; hit rate 0.3% among 360,000;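 active means activation above the run cutoff, the mean activation of all test compounds plus 3 SD, cut at about 18% in these data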
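Measured by: Fluo-8 calcium fluorescence; material: human M5 receptor in CHO-K1 cells; schedule: Post-acetylcholine fluorescence recording 140 s; benchmarks: low control EC20 acetylcholine (0%), high control EC100 acetylcholine (100%); read-out: Max/basal fluorescence ratio as % of EC20–EC100 ACh window; compound: single dose, 3 µM nominal final test concentration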
M5 antag: human M5 muscarinic receptor antagonists, primary screen, CHO cells, Fluo-8 calcium fluorescence; Muscarinic acetylcholine receptor M5 (Homo sapiens), P08912; CHO-hM5 cells, ACh EC80; inhibition, % at 3 µM; hit rate 0.59% among 360,000; AID 624040, 2012;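 active means inhibition above a per-plate cutoff, the mean of that plate's test compounds plus 3 SD, cut at about 27% in these data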;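 further: 0% = acetylcholine EC80 with DMSO and 100% = DMSO without agonist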
The depositor's hits bear a star; . = not tested or not shown. The list is partial. The share of hits here may be higher or lower than overall.

Sequence of screens – M5 PAM, CHRM4 agonist, M1 PAM, M5 ag, CRFBP-R2 agonist, M4 antag, CHRM4 PAM, M1 antag, M5 antag
#1 COc1ccccc1N1CCN(CCc2c[nH]c3cc4c(cc23)OCO4)CC1
→ -2, 16, -6, -4, 0.2, -36, 2, -5, 6
#2 c1ccc(CCNCc2cccnc2)cc1
→ 9, 2, -1, -7, -1.2, -2, 2, -6, 1
#3 COP(=O)(Cc1ccc(C#N)o1)OC
→ -13, 11, -1, 0, 1.7, -5, -21, 7, 17
#4 CC(C)(O)C(=O)Nc1ccc([N+](=O)[O-])c(C(F)(F)F)c1
→ -7, 7, 3, 7, -1.4, -5, -3, -14, 8
#5 COc1ccc2c(c1)C1(C)CCN(C)CC(C1)C2O (configuration not stated)
→ -7, 1, 10, -2, 4.5, -11, 2, -10, 14
#6 Cn1c(O)c(C(=Nc2ccccc2)SCc2ccccc2Cl)c(=O)n(C)c1=O
→ 0, -1, 5, -6, 8.0, -14, 4, -10, 9
#7 Cc1cc(C)cc(-n2c(O)c(C=Nc3ccc(N4CCOCC4)cc3)c(=O)[nH]c2=S)c1
→ -2, 1, 4, 1, 39, 9, 0, -3, -3
#8 Cc1cc(N(CCCl)CCCl)ccc1C=Cc1ccncn1
→ -24, 36*, -13, 23, 37, 1, -8, 16, 13
#9 CN(C)CCc1nn[nH]n1
→ 1, 0, 3, -3, -0.6, -7, 0, -3, 4
#10 CC(C)CC(=O)Nc1ccc(S(=O)(=O)N2CC3CC(C2)c2cccc(=O)n2C3)cc1 (configuration not stated)
→ 4, 0, 3, -1, 0.3, 2, 1, -2, 4
#11 CN(C)CCCN=Cc1c(O)n(Cc2ccco2)c(=O)[nH]c1=O
→ -6, 2, -3, 1, 17, 2, 1, 4, 7
#12 Cc1ccc(-n2c(O)c(C=Nc3ccc(S(N)(=O)=O)cc3)c(=O)[nH]c2=O)cc1
→ 4, 1, 9, 4, 2.6, 6, -1, -11, 12
#13 Cc1nc2ccccc2c(=O)n1-c1ccc(Br)cc1[N+](=O)[O-]
→ -10, 1, 12, -5, -0.4, -7, 0, -7, 23
#14 CNC(=O)Oc1cc2c(cc1C(C)(C)C)CCC2
→ 1, -3, 3, -11, 0.1, -12, 10, -14, 14
#15 COC(=O)C1=C(c2ccc(OC)c(OC)c2)C[C@@H]2CC[C@H]1N2C(=O)NCc1ccc(F)cc1
→ 3, 3, 2, -6, 0.2, -1, 3, -9, -4
#16 O=C1CC(=O)N(Cc2ccccc2)C(=O)N1CCCCCCN1C(=O)CC(=O)N(Cc2ccccc2)C1=O
→ 6, 0, 3, 1, 0.1, 8, -5, 0, 4
#17 Oc1cc(Cl)c(Cl)c(Cl)c1Cl
→ -5, 13, 4, 10, 27, 0, -2, -2, 5
#18 COc1ccc(CCNCc2sccc2C)cc1OC
→ -1, 1, 2, -2, -0.2, -7, 6, -1, 4
#19 O=P(OCC(F)(F)C(F)F)(N1CCCCC1)N1CCCCC1
→ 2, 1, 7, -5, -0.3, -4, 6, -4, 0
#20 Fc1cccc(F)c1-c1nc(-c2ccc(Cl)cc2)no1
→ 3, 0, 8, 0, -1.0, 3, -10, -13, 4
#21 Cn1c(O)c(C=NC2CC3CCC2(C)C3(C)C)c(=O)[nH]c1=O (configuration not stated)
→ 3, 1, 8, 1, 1.4, -8, 8, -37, -1
#22 Cc1ccc(-n2c(O)c(/C=N/NC(=O)c3ccncc3)c(=O)[nH]c2=O)cc1C
→ -5, 8, 2, 1, 1.4, -2, -7, -3, 8
#23 O=C(CN1C(=O)CN=C(c2ccccc2Cl)c2cc(Cl)ccc21)NCc1ccco1
→ 2, 1, 10, 8, 1.4, 6, 10, -11, -5
#24 CC(=Nc1c(C)n(C)n(-c2ccccc2)c1=O)c1c(O)n(Cc2ccccc2)c(=O)[nH]c1=O
→ 1, 0, -22, -7, 1.5, 23, -20, 17, 4
#25 Cc1nc2ccccc2c(=O)n1-c1ccc(Cl)cc1Cl
→ -8, 2, 24, 4, -2.9, -21, -2, -19, -15
#26 CCSc1cc(C2C(C#N)=C(N)Oc3n[nH]c(C)c32)c(C)o1 (configuration not stated)
→ -5, 1, 5, -5, 0.0, 4, -3, -13, 5
#27 COc1ccc(C=C2C(=O)N(C)C(=O)N(C)C2=O)cc1CSc1ccccn1
→ -5, 0, 7, -3, 4.3, -2, 6, -35, -3
#28 CCS(=O)(=O)N1CCCC(C(=O)N2CCC3(CC2)OCCO3)C1 (configuration not stated)
→ -3, 0, 7, -1, 0.5, 8, 1, -5, -1
#29 Nc1c2c(nc3sc4c(c13)CCCCC4)CCCC2
→ -8, 5, -24, -8, 12, -9, -11, 6, 5
#30 O=C(O)CSC(=S)N1CC2CC(C1)c1cccc(=O)n1C2 (configuration not stated)
→ 6, 1, 13, 2, -1.4, 6, -6, -5, -1
#31 CC(=O)C1C(=O)NC23CCCCC2C1c1ccccc1O3 (configuration not stated)
→ 4, 2, -1, -7, 0.2, 5, -4, -3, -4
#32 CC(C)[C@H]1C(=O)O[C@H](C(C)C)C(=O)N(C)[C@@H](C(C)C)C(=O)O[C@H](C(C)C)C(=O)N(C)[C@@H](C(C)C)C(=O)O[C@H](C(C)C)C(=O)N1C
→ -8, 26, -9, 14, 39, -20, 11, 7, 4
#33 CCOC(=O)c1c(/N=C/C2C(=O)NC(=O)NC2=O)sc2c1CCC2
→ -4, 1, 5, -2, 6.4, -6, 5, -8, 2
#34 CC(=O)OC1=CC[C@H]2[C@@H]3CC[C@H]4C[C@H](OC(C)=O)[C@@H](OC(C)=O)C[C@]4(C)[C@H]3CC[C@]12C
→ -3, 0, -1, 0, 2.1, -11, -8, 0, -2
#35 Cc1nn(-c2ccccc2)c2c1CC1(C(=O)N(C)C(=O)N(C)C1=O)C1CCCCN21 (configuration not stated)
→ 4, 0, 14, 3, 0.2, -4, 7, -33, 4
#36 CN1C(=O)C(=Cc2ccc(N3CCOCC3)o2)C(=O)N(C)C1=O
→ 2, 2, 0, -1, 48, -12, 3, -7, 0
#37 CN1CC=C(c2c[nH]c3ccccc23)CC1
→ 1, 2, 9, -2, -0.5, -6, 4, -15, -3
#38 CCC(C)(C)c1ccc(O)cc1
→ 1, 0, 17, -2, -1.2, -14, 9, -23, -3
#39 COC(=O)C1=C(c2ccc(OC(F)(F)F)cc2)C[C@@H]2CC[C@H]1N2C(=O)NCc1cccc2ccccc12
→ -2, 3, 14, -5, 1.1, -15, 15, -18, -1
#40 Cc1cc(C)c(N=Cc2c(O)[nH]c(=O)[nH]c2=O)c(C)c1
→ -3, 1, 10, 3, -1.4, 0, -1, -15, 1
#41 Cc1cccc(NC(=O)CN2CCN(C(=O)COc3cccc(Br)c3)CC2)c1C
→ 0, 3, 5, 3, 0.3, -8, 4, -4, 0
#42 C[C@]12CCC3C(CC[C@H]4[C@H](O)[C@H](O)CC[C@]34C)C1CC[C@@H]2O (some centres not stated)
→ -1, 2, 8, -5, -0.9, 9, 6, -13, 20
#43 Cc1cc(C)c(C)c(C(O)(C(=O)O)c2ccccc2)c1C (configuration not stated)
→ 3, -1, 6, 2, 0.5, 0, 2, -11, 3
#44 C=Cn1ccnc1P(=S)(c1ccccc1)c1nccn1C=C
→ 3, 3, 9, -2, -1.8, -11, 3, -10, -7
#45 Cc1cc2c(C(C)C)c(O)c(O)c(C=O)c2c(O)c1-c1c(C)cc2c(C(C)C)c(O)c(O)c(C=O)c2c1O
→ -6, 0, -1, -1, ., 4, -3, -23, -2
#46 COc1cc2[nH]c(C(=O)N3CCC4(CC3)OCCO4)cc2c(OC)c1OC
→ 0, -1, 13, -4, -0.1, -9, 4, -12, 9
#47 Oc1ccc(C2=CCNCC2)cc1O
→ 13, 1, 4, 2, -1.5, -3, 10, -2, 7
#48 C/C(=N\Nc1ccccc1)c1c(O)n(Cc2ccccc2)c(=O)[nH]c1=O
→ 2, 3, 6, 3, -3.9, 6, -2, -9, 4
#49 CN(C(=O)Oc1ccc(F)cc1)c1ccccc1
→ 16, 2, 7, 9, 1.0, -16, -2, -4, -9
#50 CC1=C(C(=O)O)N2C(=O)[C@@H](NC(=O)CCCC(=O)O)[C@H]2SC1
→ 0, 1, 4, 3, -1.1, -2, 2, -3, 2
#51 CN1C(=O)/C(=C/c2ccc(N3CCCCCC3)o2)C(=O)NC1=S
→ -7, 4, 6, 0, 45, 1, -6, 6, 9
#52 COc1cc(O)c(C(=O)O)c(-c2cc(O)c(O)cc2C)c1
→ 3, 1, -1, 4, -0.4, -6, 5, 1, 0
#53 CN(C)CCN(CC1CCCN(Cc2ccccc2F)C1)C(=O)Cc1ccc(F)c(F)c1 (configuration not stated)
→ -1, 1, -2, -12, -0.4, -2, -4, 9, 16
#54 Cc1ccccc1N1C(=O)NC(=O)/C(=C\c2cc(C)n(C)c2C)C1=O
→ -1, 1, 2, -5, -1.0, 1, -2, -2, 5
#55 C=CCn1c(O)c(/C=C/C=Nc2ccccc2)c(=O)[nH]c1=O
→ 0, 2, 0, 3, 31, 2, -9, 2, -2
#56 c1ccc2c(c1)CNCc1cnnn1-2
→ -1, 1, 1, 0, -0.8, 0, 2, -4, 3
#57 COC(=O)C1=C(c2ccc(-c3ccccc3)c(F)c2)C[C@@H]2CC[C@H]1N2C(=O)NCCNC(C)=O
→ 0, 3, 5, -4, -2.4, 8, 1, -2, 10
#58 CCCCOC(=O)C1=C(N)OC2=C(C(=O)CCC2)[C@]12C(=O)Nc1ccccc12
→ -10, 2, -3, -1, -3.1, -10, 0, -1, -5
#59 Cc1ccc(C)c(Cn2c(C(=O)O)c(C=O)c3ccccc32)c1
→ -1, 3, 0, 5, 17, -2, 2, 10, 8
#60 CCn1c(O)c(C=NCc2cccs2)c(=O)[nH]c1=O
→ -1, 0, 1, -8, -3.6, 2, -1, 8, -1
